Source: PubChem (National Center for Advancing Translational Sciences (NCATS))
uPA generation: inhibitors of cell surface uPA generation; Potency, µM (top dose mostly 38.3 µM), inactives show at the top dose activity change, negative = inhibition, hits mostly inhibitors; cell surface uPA generation assay, qHTS; AID 540303; hit rate 0.31% among 330,000; active = well fitted inhibition curve with a large enough effect; inconclusive = small, poorly fitted or top-dose-only effect; inactive = no such curve, though single readings can be large or run the other way; tested in mouse RAW 264.7 cells; note: potency is the fitted concentration of half-maximal effect; % is set by controls: 0 for no effect and ±100 for the full control effect; nearly all actives have a fitted effect of over 55% in size
RORgamma inh: ROR gamma (mouse) transcription inhibition. P51450. Drosophila S2 Gal4-RORgamma UAS-luciferase reporter, 20 h. Potency, µM (doses to about 53.6 µM), for inactives: at the highest dose activity change, negative = inhibition, usual class: inhibitors. hit rate 5.4% among 310,000. AID 2551; note: potency is the fitted concentration of half-maximal effect; % is set by controls: 0 for no effect and ±100 for the full control effect; nearly all actives have a fitted effect of over 60% in size
Target sequence (P51450 whole entry, looked up, the tested form may be a part): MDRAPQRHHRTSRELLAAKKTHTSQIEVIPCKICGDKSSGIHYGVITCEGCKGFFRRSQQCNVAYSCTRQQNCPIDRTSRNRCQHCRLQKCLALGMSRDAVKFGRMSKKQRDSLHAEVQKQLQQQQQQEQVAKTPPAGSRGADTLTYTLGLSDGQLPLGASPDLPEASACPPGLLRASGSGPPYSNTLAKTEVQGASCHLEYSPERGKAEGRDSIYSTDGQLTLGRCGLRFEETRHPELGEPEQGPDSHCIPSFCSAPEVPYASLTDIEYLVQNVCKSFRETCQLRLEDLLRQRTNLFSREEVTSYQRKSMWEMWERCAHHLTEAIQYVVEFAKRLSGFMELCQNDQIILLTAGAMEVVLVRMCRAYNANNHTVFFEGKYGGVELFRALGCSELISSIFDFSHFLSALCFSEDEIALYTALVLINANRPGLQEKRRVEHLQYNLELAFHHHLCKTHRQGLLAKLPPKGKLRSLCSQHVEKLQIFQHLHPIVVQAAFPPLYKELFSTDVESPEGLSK
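A Gal4/UAS one-hybrid system in insect cells: metallothionein-promoter Gal4–ROR gamma fusion plus Photinus luciferase reporter. Copper sulfate 700 uM final, 20 hr ambient incubation, luminescent detection after 10 min with reagent.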
ELG1 genotox: genotoxicity induction in ELG1-luciferase HEK293T cells | hit rate 1.3% among 330,000 | HEK293T ELG1-luciferase reporter, luminescence, 16 h | AID 504466 | Potency, µM (doses to about 46 µM), inactives show top-dose activity change, positive = activation, hits mostly activators; note: potency is the fitted concentration of half-maximal effect; % of control where 0% means no effect; nearly all actives have a fitted effect of over 60% in size
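Screening used a luciferase reporter fused to human ELG1 in HEK293T cells. Luminescence was read on a CCD plate imager after 16 hr exposure and 30 min ONE-Glo incubation.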
FBPA coupling cs: counter-screen for Giardia aldolase inhibitors: coupling enzyme system; hit rate 0.67% among 290,000; activity change, negative = inhibition, % at 58.2 µM, hits read low; coupling enzyme system counterscreen, AmpLite Red fluorescence; in the data active = activity change below about -30%; note: % is set by controls: 0 for no effect and ±100 for the full control effect
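Coupling enzymes only (glyceraldehyde-3-phosphate) + compound, at 57.5 uM final, 10 min RT; add substrate/coupling/AmpLite Red mix, 20 min RT; fluorescence ex 525/em 598 nm. Actives flag coupling-system interference.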
KCNH2 3.1 inh: inhibitors of human KCNH2 3.1 potassium channel isoform | hit rate 0.95% among 340,000 | AID 720553 | U2OS KCNH2 3.1, thallium flux FluxOr; hits give low values | activity change, % (tested at about 1.8 µM);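 active = maximum activity change below -70%; inconclusive = maximum activity change from -70% to -50%; inactive = maximum activity change above -50%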;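 note: thallium influx rate constant from kinetic fluorescence after stimulation buffer; % is set by controls: 0 for no effect and ±100 for the full control effect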
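Virally transduced U2OS (3.1 isoform, 4 h infection in dark at RT) → overnight 37 C → FluxOr + Red40 in HBSS/HEPES, 45 min → stimulation buffer, 2 min kinetic read → rate constant vs DMSO controls.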
FLuc counter: firefly luciferase modulation, counter-screen for miR-21 project. hit rate 6.9% among 360,000. P08659. purified FLuc, Km substrates, luminescence inhibition. Potency, µM (doses to about 57.5 µM), inactives show at the top dose activity change, negative = inhibition, actives largely listed as inhibitors;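 note: potency is the fitted concentration of half-maximal effect; plate controls were vehicle for no effect and reference inhibitor for full effect; nearly all actives have a fitted effect of over 55% in size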
Target sequence (P08659 whole entry, looked up): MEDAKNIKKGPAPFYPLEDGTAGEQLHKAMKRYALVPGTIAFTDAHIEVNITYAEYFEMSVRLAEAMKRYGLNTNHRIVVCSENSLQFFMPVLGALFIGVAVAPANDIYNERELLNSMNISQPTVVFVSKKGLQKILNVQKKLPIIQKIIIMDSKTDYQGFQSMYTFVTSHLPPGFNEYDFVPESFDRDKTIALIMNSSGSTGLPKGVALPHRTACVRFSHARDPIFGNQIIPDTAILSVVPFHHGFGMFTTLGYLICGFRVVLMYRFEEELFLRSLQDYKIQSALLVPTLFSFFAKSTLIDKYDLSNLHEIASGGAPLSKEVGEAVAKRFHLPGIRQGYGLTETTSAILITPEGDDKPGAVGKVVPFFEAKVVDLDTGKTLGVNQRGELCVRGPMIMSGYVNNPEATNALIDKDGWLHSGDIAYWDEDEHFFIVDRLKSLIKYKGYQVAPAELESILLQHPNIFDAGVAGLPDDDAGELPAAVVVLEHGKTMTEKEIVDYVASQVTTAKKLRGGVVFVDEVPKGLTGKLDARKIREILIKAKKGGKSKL
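Purified P. pyralis luciferase (10nM final) with 10uM D-luciferin and 10uM ATP (Km levels) in 50mM Tris acetate pH 7.5, 10mM Mg acetate, 0.01% Tween-20, 0.05% BSA; qHTS 6-point titration, ~60 µM downward; luminescence read.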
VP16 counter: Gal4-VP16 reporter inhibition counter-screen; hit rate 3.5% among 310,000; Drosophila S2 Gal4-VP16 UAS-luciferase, luminescence, 20 h; Potency, µM (series often up to 53.6 µM), for inactives: top-dose activity, negative = inhibition, most hits filed as inhibitors;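 note: Gal4-VP16 expression switched on by copper sulfate through the metallothionein promoter; potency is the fitted concentration of half-maximal effect; % is set by controls: 0 for no effect and ±100 for the full control effect; nearly all actives have a fitted effect of over 50% in size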
Giardia kill: kills Giardia lamblia. Giardia lamblia trophozoite viability. activity change, % at 7.66 µM, hits read low. hit rate 0.15% among 340,000. AID 540267; in the data active = activity change below about -80%; inconclusive = between about -30% and that limit;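 note: parasites exposed to compound for two days anaerobically before the ATP read; % is set by controls: 0 for no effect and ±100 for the full control effect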
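Each well holds 100 Giardia trophozoites and compound. After two days (48 hrs) at 37 deg C in anaerobic conditions, ATP is quantified by luminescence.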
Tb PFK inh: blocks T. brucei phosphofructokinase | T. brucei PFK, ADP-Glo luminescence | Potency, µM (top dose mostly 57.5 µM), for inactives: top-dose activity, negative = inhibition, actives largely listed as inhibitors | hit rate 0.17% among 330,000;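 note: potency is the fitted concentration of half-maximal effect; 0% = uninhibited 1x PFK enzyme wells and -100% = no-enzyme wells; nearly all actives have a fitted effect of over 60% in size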
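Compounds were pin-transferred as a titration series up to 57 uM into substrate buffer (0.5 mM F6P, 0.1 mM ATP, pH 8.0), then 1.25 nM PFK was added and reactions ran 45 min before ADP-Glo detection.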
NPC1 promoter act: NPC1 promoter activation | Huh7 NPC1 promoter luciferase reporter, 24 h | Potency, µM (series often up to 9.22 µM), without a hit: at the top dose activation, hits mostly activators | hit rate 2.4% among 320,000;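 note: potency is the fitted concentration of half-maximal effect; % of control where 0% means no effect; nearly all actives have a fitted effect of over 60% in size; reporter is driven by a mutant NPC1 promoter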
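Luminescence read-out of NPC1 promoter-driven luciferase in stably transfected Huh7 cells; compounds delivered in DMSO and left 24 h at 37C, 5% CO2, qHTS titration format.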
Rab9 prom act: activators of Rab9 promoter; Huh7 Rab9 promoter-luciferase reporter, luminescence, 24 h; Potency, µM (doses to about 9.22 µM), for inactives: at the top dose activation, negative = inhibition, hits mostly activators; hit rate 2.8% among 320,000; AID 485297; note: potency is the fitted concentration of half-maximal effect; % of control where 0% means no effect; nearly all actives have a fitted effect of over 60% in size
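Measured in stably transfected Huh7 cells bearing a Rab9 promoter–luciferase construct: 24 h compound treatment at 37 °C, followed by luminescence detection.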
* marks the source's active call; other numbers are inactive results; ? = inconclusive; . = no result given; [ ] = remark or other dose. Unless noted, calls come from the whole dose curve; as a rule, active = well fitted curve in the direction sought with a large enough effect; inconclusive = small, poorly fitted or top-dose-only effect, or another doubt; inactive = no such curve, though single readings can be large; an effect the other way counts as inactive or inconclusive.

entry	molecule	uPA generation	RORgamma inh	ELG1 genotox	FBPA coupling cs	KCNH2 3.1 inh	FLuc counter	VP16 counter	Giardia kill	Tb PFK inh	NPC1 promoter act	Rab9 prom act
1	COC(=O)CNC(=O)CCC(=O)N1CCN(C(c2ccccc2)c2ccccc2)CC1	-1%	5%	6%	0	8	5%	15%	-10	1%	-5%	3%
2	O=C(COc1cccnc1[N+](=O)[O-])Nc1ccc(Cl)c(S(=O)(=O)N2CCOCC2)c1	1%	17%	-4%	5	1	1%	8%	-24	0%	1%	-6%
3	CSc1ccccc1NC(=O)c1cnc2scc(C)n2c1=O	-27%	31%	18µM*	-2	6	?	0%	-15	3%	0%	22%
4	CCc1cc(=O)oc2cc(C)cc(OC(C)C(=O)NC3CCN(Cc4ccccc4)CC3)c12 (stereo not given)	-3%	-15%	-3%	0	-7	5%	0%	22	2%	0%	3%
5	O=C1CN(C(=O)COC(=O)CCc2ccccc2O)c2ccccc2N1	5%	.	-1%	.	-3	.	.	9	-2%	.	.
6	O=C(CN1C(=O)c2ccccc2C1=O)NC1CCCCC1	1%	0%	3%	.	1	1%	-1%	-1	-1%	0%	3%
7	COc1ccc(N/C=C/C(=O)c2sc(-c3ccccc3)nc2C)cc1	-11%	5%	-6%	3	-7	6.7µM*	-3%	7	2%	-2%	-2%
8	CCC(C)NC(=O)c1c(N)n(/N=C/c2ccccn2)c2nc3ccccc3nc12 (stereo not given)	.	18µM*	0%	1	9	-12%	3%	17	2%	1%	1%
9	COC(=O)NNC(=O)c1ccccc1C	-9%	-5%	2%	-1	2	4%	3%	-7	1%	-2%	0%
10	CC1CC(C(F)F)n2nc(C(=O)Nc3sc4c(c3C#N)CCC(C(C)(C)C)C4)nc2N1 (stereo not given)	1%	24%	12%	1	-3	2%	?	30	-1%	-8%	-1%
11	O=C(OC(C(=O)NCC1CCCO1)c1ccc(F)cc1)c1cccs1 (stereo not given)	2%	-33%	0%	1	1	-9%	5%	-8	-1%	-1%	-3%
12	CC1CCc2nc(NC(=O)Nc3ccc4c(c3)OCO4)sc2C1 (stereo not given)	10%	-20%	?	0	5	1.3µM*	7%	-25	0%	3.2µM*	2.5µM*
13	COc1cccc(CN2CCN(c3nc4nonc4nc3NC3CC3)CC2)c1	-2%	2%	-5%	1	12	8%	-6%	-10	5%	-5%	-8%
14	CN(C)S(=O)(=O)c1cccc(NC(=O)CNCC2CCCCC2)c1	-40%	5%	-5%	2	-2	5%	-6%	-3	1%	-3%	1%
15	COC(=O)c1ccccc1-c1c2ccc(=N)cc-2oc2cc(N)ccc12	-3%	.	-6%	.	?	-3%	.	9	-5%	-19%	-17%
16	Cc1ccc(N(CC(=O)N/N=C/c2ccc(OCC(N)=O)cc2)S(C)(=O)=O)cc1Cl	1%	-4%	-3%	0	1	-16%	5%	-19	-3%	0%	-3%
17	COc1cc(-c2cc(C(=O)O)c3cc4c(cc3n2)OCCO4)cc(OC)c1OC	6%	4%	1%	1	20	-1%	0%	4	-1%	1%	0%
18	Cc1nc(NC(=S)NC(=O)c2cccs2)ccc1Br	0%	1.4µM*	?	0	-11	4.8µM*	13µM*	1	-1%	6%	30%
19	COc1cc2c(cc1OC)CN(c1ccc(-c3ccccc3OC)nn1)CC2	-11%	-13%	-4%	2	9	-23%	2%	23	2%	2%	-5%
20	Cc1ccc(C)c(NC(=O)Cc2csc(-c3ccccc3)n2)c1	2%	4%[10 µM]	-1%	1	-2	-1%	-2%	-3	0%	1%	-4%
21	COc1ccc(/C=N/NC(=O)CCc2nc3ccccc3[nH]2)cc1	2%	2%	1%	0	-1	?	6%	-3	3%	-1%	-4%
22	CC(=O)c1cccc(NC(=O)NC2CCCCC2)c1	.	13%	1%	1	-2	?	6%	7	-4%	3%	-5%
23	CCOC(=O)c1c(C)c(C(=O)NCc2ccco2)c(C)n1CC	2%	27%	0%	-7	.	-5%	-3%	4	0%	-3%	-1%
24	CC(C)CN1C(=O)C(=O)N(CC(=O)N2CCC(Cc3ccccc3)CC2)C1=O	4%	31%	-2%	6	4	0%	0%	-2	3%	-4%	1%
25	Cc1ccc(C(=O)NCCn2cc(SCC(=O)Nc3nnc(C)s3)c3ccccc32)cc1	-11%	14µM*	?	-2	6	17µM*	1%	-17	1%	-3%	26%
26	COCCCNC(=O)c1cc2cc([N+](=O)[O-])cc(OC)c2oc1=O	-7%	11%	1%	6	-1	-2%	-4%	-4	-5%	-1%	1%
27	CCN1CCN(C(=O)CN(c2ccc(F)c(Cl)c2)S(C)(=O)=O)CC1	1%	-4%	0%	1	18	-2%	6%	12	3%	-3%	1%
28	CCc1nc2ccc(C)cc2c(C(=O)NC2CCCCC2C)c1C (stereo not given)	-2%	-14%	-1%	3	.	3%	-6%	-2	-1%	0%	-5%
29	O=C(c1cccs1)N1CCC(Cc2ccccc2)CC1	4%	-10%	-3%	5	0	?	-11%	-7	0%	-4%	-5%
30	COc1ccc(S(=O)(=O)NCCC(=O)Nc2ccc(C)cc2)cc1	-3%	-3%	-1%	-5	-8	-2%	2%	-11	-4%	-3%	-5%

Copied from the results shown for reference:
entry	molecule	uPA generation	RORgamma inh	ELG1 genotox	FBPA coupling cs	KCNH2 3.1 inh	FLuc counter	VP16 counter	Giardia kill	Tb PFK inh	NPC1 promoter act	Rab9 prom act
1	COC(=O)CNC(=O)CCC(=O)N1CCN(C(c2ccccc2)c2ccccc2)CC1	-1%	5%	6%	0	8	5%	15%	-10	1%	-5%	3%
2	O=C(COc1cccnc1[N+](=O)[O-])Nc1ccc(Cl)c(S(=O)(=O)N2CCOCC2)c1	1%	17%	-4%	5	1	1%	8%	-24	0%	1%	-6%
3	CSc1ccccc1NC(=O)c1cnc2scc(C)n2c1=O	-27%	31%	18µM*	-2	6	?	0%	-15	3%	0%	22%
4	CCc1cc(=O)oc2cc(C)cc(OC(C)C(=O)NC3CCN(Cc4ccccc4)CC3)c12 (stereo not given)	-3%	-15%	-3%	0	-7	5%	0%	22	2%	0%	3%
5	O=C1CN(C(=O)COC(=O)CCc2ccccc2O)c2ccccc2N1	5%	.	-1%	.	-3	.	.	9	-2%	.	.
6	O=C(CN1C(=O)c2ccccc2C1=O)NC1CCCCC1	1%	0%	3%	.	1	1%	-1%	-1	-1%	0%	3%
7	COc1ccc(N/C=C/C(=O)c2sc(-c3ccccc3)nc2C)cc1	-11%	5%	-6%	3	-7	6.7µM*	-3%	7	2%	-2%	-2%

The listing continues.
entry	molecule	uPA generation	RORgamma inh	ELG1 genotox	FBPA coupling cs	KCNH2 3.1 inh	FLuc counter	VP16 counter	Giardia kill	Tb PFK inh	NPC1 promoter act	Rab9 prom act
31	CCOc1ccccc1C(=O)Nc1c[nH]c(=O)[nH]c1=O	-3%	31%	16%	-33*	17	-4%	1%	5	8%	1%	-5%
32	CCOC(=O)C1=C(C)NC(C)=C(C(=O)OCC)C1C(=O)OCC(=O)N1CCc2ccccc21	-1%	35%	18µM*	-2	-1	1%	-14%	10	2%	4%	9%
33	O=C(NCCNC(=O)c1ccc(Br)o1)c1cccnc1	1%	-36%	3%	0	.	-2%	-4%	-5	0%	-1%	-5%
34	COc1ccccc1-c1c(C)oc2c(CN3CCOCC3)c(O)ccc2c1=O	-4%	-1%	0%	2	4	1%	1%	2	1%	2%	0%
35	CCOC(=O)N1CCN(C(=O)c2ccc(OC(C)=O)cc2)CC1	2%	27%	4%	0	11	-2%	-4%	5	3%	-1%	-1%
36	COc1ccc(OC)c(/C(O)=C/C(=O)C(=O)Nc2cc(C)cc(C)c2)c1	-3%	2.5µM*	-15%	1	-15	1%	18µM*	-2	-1%	-2%	-11%
37	CCOC(=O)c1c(C)[nH]c(C)c1C(=O)COC(=O)c1ccc(S(=O)(=O)C(F)F)cc1	16%	.	0%	.	15	1%	.	1	0%	-1%	-5%
38	CCOc1ccccc1N(CC(=O)N1CCCCCC1)S(=O)(=O)c1ccc(C)cc1	0%	6%	-2%	.	6	1%	0%	9	-6%	-1%	-2%
39	O=c1cc(-c2ccccc2F)oc2ccccc12	-6%	30%	?	-1	15	11µM*	-6%	-1	-5%	?	2.2µM*
40	Cc1cnc(C(=O)Nc2ccc(S(=O)(=O)NCC(C)C)cc2)cn1	7%	-2%	-6%	4	-30	1%	-6%	2	0%	-2%	-2%
41	O=C(COC(=O)/C=C/c1ccc(Cl)cc1)Nc1ccccc1	3%	-20%	-3%	-6	-4	-6%	-7%	9	4%	-7%	-1%
